Bioassay records (PubChem)
SRC3 inh = SRC3 coactivator transcriptional activity inhibitors, primary screen, cell-based, luminescence; AID 588352, 2011; Nuclear receptor coactivator 3 (Homo sapiens), Q9Y6Q9; inhibition, % at 3.6 µM; HEK293 GAL4-SRC3 luciferase reporter; 360,000 tested, 0.17% active;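 active means inhibition above a per-campaign cutoff, the mean of all compounds plus 3 SD, cut at about 60% in these data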;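 further: 0% = DMSO-treated cells and 100% = gossypol-treated cells at 36 µM; higher means less SRC3-driven luciferase light from the GAL4 reporter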
TRAIL sens C8 = viability loss with TRAIL in NB7+C8 cells, primary screen, TRAIL sensitizer project, cell-based, ATPlite luminescence | 360,000 tested, 1% active | AID 624354, 2012 | inhibition (viability loss, TRAIL sensitization), % at 10 µM;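 active means compounds causing at least 50% loss of cell viability in the single-dose screen, relative to plate controls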
LMP1 NFkB inh = EBV LMP1-driven NF-kappaB luciferase reporter inhibitors, primary screen, cell-based, luminescence, single point; 350,000 tested, 0.69% active; inhibition, % at 12.5 µM; LMP1-induced NF-kappaB luciferase reporter cells; AID 504558, 2011; in the data active means inhibition above about 41%;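 further: 0% = neutral control wells and 100% = reference inhibitor control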
TROY signal inh = inhibitors of TROY-driven NF-kB signaling, primary screen, Q293 LMP1-TROYcd cells, NF-kB luciferase, uHTS; Q293 LMP1-TROYcd NF-kB luciferase reporter, 4 h; inhibition, % at 10 µM; 360,000 tested, 0.98% active; AID 1347056, 2019;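 active means compounds whose plate-normalised and pattern-corrected inhibition of the luciferase reporter signal at the single screening dose is 50% or more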
TLR9-MyD88 inh = inhibitors of TLR9-MyD88 association in cells, primary screen, cell-based, CHO, BLA complementation, fluorescence. Toll-like receptor 9 (Homo sapiens) + Myeloid differentiation primary response protein …. CCF4 FRET ratio. inhibition, % at 4.98 µM. 340,000 tested, 0.21% active. AID 504734, 2011;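 active means inhibition above the mean over all tested compounds plus 3 SD, cut at about 21% in these data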;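 further: 0% = DMSO only wells and 100% = clavulanate BLA inhibitor control wells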
NOD2 RIPK2 PPI = NOD2-RIPK2 binding disruptors in cells, primary screen, fluorescence, CHO cells, BLA complementation. 360,000 tested, 0.38% active. CCF4 ratio. inhibition, % at 4.98 µM. Receptor-interacting serine/threonine-protein kinase 2 (Homo sapiens), O43353; in the data active means inhibition above about 21%;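 further: 0% = vehicle only and 100% = reference blocker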
NCOA2 inhibitor = inhibition of GAL4-SRC2 driven luciferase reporter, primary screen, SRC2 inhibitor project, cell-based, luminescence; Nuclear receptor coactivator 2 (Homo sapiens), Q15596; HEK293 GAL4-SRC2 luciferase reporter; inhibition, % at 9 µM; 370,000 tested, 0.17% active;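 active means inhibition above the mean inhibition of all tested compounds plus 3 SD, set per campaign, cut at about 52% in these data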;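 further: 0% = DMSO treated cells and 100% = cells given Gossypol at 36 µM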
LRH-1 inv ag = LRH-1 (NR5A2) inverse agonists, primary screen, cell-based, luminescence, HEK293T, StAR-luciferase reporter | LRH-1 transfected, 24 h | inhibition, % at 3.6 µM | 360,000 tested, 0.13% active;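 active means inhibition above the mean inhibition of all tested compounds plus 3 SD, cut at about 73% in these data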;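 further: 0% = DMSO wells and 100% = reporter-only cells lacking LRH-1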
Target sequence (O00482 whole entry, looked up): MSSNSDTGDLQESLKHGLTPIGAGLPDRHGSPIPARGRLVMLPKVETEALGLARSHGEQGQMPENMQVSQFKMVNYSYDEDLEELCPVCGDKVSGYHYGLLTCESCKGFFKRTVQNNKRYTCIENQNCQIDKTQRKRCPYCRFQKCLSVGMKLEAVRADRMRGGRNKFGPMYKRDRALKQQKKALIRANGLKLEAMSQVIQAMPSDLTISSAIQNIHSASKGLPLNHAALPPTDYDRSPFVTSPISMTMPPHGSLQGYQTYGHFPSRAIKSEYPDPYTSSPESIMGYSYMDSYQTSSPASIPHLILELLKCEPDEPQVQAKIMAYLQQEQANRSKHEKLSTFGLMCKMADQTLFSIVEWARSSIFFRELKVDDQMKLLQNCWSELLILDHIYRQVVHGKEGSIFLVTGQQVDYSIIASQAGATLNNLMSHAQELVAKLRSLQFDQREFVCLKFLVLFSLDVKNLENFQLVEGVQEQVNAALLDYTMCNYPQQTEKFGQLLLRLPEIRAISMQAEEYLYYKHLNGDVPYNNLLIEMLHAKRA
SRC1 inh = SRC1 coactivator transcriptional activity inhibitors, primary screen, cell-based, luminescence; inhibition, % at 3.6 µM; HEK293 GAL4-SRC1 luciferase reporter; 360,000 tested, 0.12% active; AID 588354, 2011; Nuclear receptor coactivator 1 (Homo sapiens), Q15788;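 active means inhibition above the campaign mean plus 3 SD, with each screening campaign given its own cutoff, cut at about 60% in these data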;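 further: 0% = DMSO treated cells and 100% = gossypol at 36 µM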
COUP-TFII inh = NR2F2 transcriptional activity inhibitors, primary screen, cell-based, luciferase reporter, HEK293T, luminescence. 370,000 tested, 0.7% active. AID 686940, 2013. inhibition, % at 8.6 µM. HEK293T NGFI-A luciferase reporter;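 active means inhibition above a per-plate cutoff, mean inhibition of test wells between control levels plus 3 SD, cut at about 38% in these data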;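 further: cells cotransfected with COUP-TFII expression vector driving the NGFI-A reporter; 0% = median of COUP-TF2 test wells and 100% = reporter-only cells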
Target sequence (P24468 whole entry, looked up): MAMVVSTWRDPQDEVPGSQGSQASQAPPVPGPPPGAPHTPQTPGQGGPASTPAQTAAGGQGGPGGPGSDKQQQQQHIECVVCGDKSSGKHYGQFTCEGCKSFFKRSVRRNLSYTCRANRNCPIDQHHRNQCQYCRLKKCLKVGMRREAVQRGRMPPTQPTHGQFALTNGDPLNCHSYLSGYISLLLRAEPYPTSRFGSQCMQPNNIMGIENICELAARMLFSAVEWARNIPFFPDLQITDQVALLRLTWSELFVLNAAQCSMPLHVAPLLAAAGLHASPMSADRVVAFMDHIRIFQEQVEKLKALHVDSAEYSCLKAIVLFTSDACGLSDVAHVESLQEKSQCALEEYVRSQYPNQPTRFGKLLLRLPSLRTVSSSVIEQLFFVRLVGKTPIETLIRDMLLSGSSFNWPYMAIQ
TWEAK-Fn14 inh = inhibitors of TWEAK-Fn14 signaling, primary screen, luciferase reporter cells, uHTS. 360,000 tested, 2% active. inhibition, % at 10 µM. TWEAK-stimulated Fn14 reporter cells, luciferase luminescence, 8 h; in the data active means inhibition above about 50%
An asterisk follows results filed as active; nt = not tested or not shown. A portion of the library (hit frequency here may not be typical).

SMILES	SRC3 inh	TRAIL sens C8	LMP1 NFkB inh	TROY signal inh	TLR9-MyD88 inh	NOD2 RIPK2 PPI	NCOA2 inhibitor	LRH-1 inv ag	SRC1 inh	COUP-TFII inh	TWEAK-Fn14 inh
Cc1c(OCC(=O)N(C)c2ccccc2)ccc2c3c(c(=O)oc12)CCC3	-12	3	-16	-15	-6	7	-16	-13	-15	-10	-4
O=C(O)c1cccc(COc2cccc3ccccc23)c1	-84	-6	14	-71	4	-4	-52	-164	-157	-48	-14
O=C(NCc1ccccc1)c1ccc2c(=O)n(CCCN3CCCC3=O)c(=S)[nH]c2c1	-12	-4	1	-9	-6	4	6	-4	-8	-5	5
CSc1nc(N)c(C#N)c(-c2ccccc2Cl)c1C#N	-2	-6	3	17	-1	-14	-7	26	-15	-18	-16
CCn1c(SCC(=O)N2CCCCC2)nc2c(c1=O)SCC2	12	-7	1	11	4	-1	-10	-1	-11	8	-4
N=c1sccn1CC(=O)Nc1ccc(Cl)c(S(=O)(=O)N2CCOCC2)c1	-15	4	-8	-9	-4	-4	3	-2	-7	-5	5
CC(C)(C)c1ccc(N/N=C(\C#N)S(=O)(=O)C(C)(C)C)cc1	7	23	1	30	-7	1	-12	3	16	-19	21
COc1ccc(NC(=O)N2CCC(Cc3ccccc3)CC2)cc1	4	-3	14	-16	-7	-1	-11	-34	-19	-3	-10
Cc1nnc(NC(=O)c2ccccc2Oc2ccccc2)s1	20	-4	0	1	-1	6	-1	15	2	12	9
Cc1cc(C)c(C)c(S(=O)(=O)NCc2ccc(C(=O)NCC3CCCO3)cc2)c1C (stereo unspecified)	8	-11	2	-7	-7	-3	12	21	-5	-15	3
O=C(NCc1ccco1)Nc1cccc(-c2ccccc2)c1	8	-16	-3	4	11	-11	7	0	-14	13	5
CC(C)c1ccc(OCc2ccc(C(=O)NN3CCN(C)CC3)o2)cc1	-69	4	-20	-60	4	1	-53	-75	-78	-40	-1
CN(CC(=O)NCCCc1ccccc1)S(=O)(=O)c1ccc(Br)cc1	12	4	4	3	7	-3	-10	8	-12	-5	12
CC1CCN(C(=O)CSc2ccc(-c3ccc4c(c3)OCCO4)nn2)CC1	-41	8	-20	-42	-12	-11	-35	-13	0	-17	-21
CC(=O)Nc1ccc(-c2ccnc3c2CC(C)(C(=O)NCc2ccc(F)c(F)c2)O3)cc1 (stereo unspecified)	13	24	nt	9	nt	-22	-4	17	16	8	-30
CCc1noc(C)c1C(=O)N1CCN(S(=O)(=O)c2cc(C)ccc2C)CC1	-5	9	-57	0	-8	0	-23	-1	-55	12	9
CCc1nnc(NC(=O)CSc2nc3cccnc3n2Cc2ccccc2)s1	-13	-5	-7	18	1	-12	1	2	-4	13	-7
CC(C)N(C(=O)CSc1n[nH]c(=O)n1CCc1ccccc1)C(C)C	-7	-9	-12	4	1	3	-6	2	-3	8	14
COc1cccc(OCC(O)CN2CCN(C(c3ccccc3)c3ccccc3)CC2)c1 (stereo unspecified)	1	11	-3	7	-7	-11	26	-6	-16	-2	2
Cc1ccc(-c2ccc(CCC(=O)O)n2NC(=O)c2ccc([N+](=O)[O-])cc2)cc1	1	-8	-3	0	-2	-8	-9	-9	-8	-3	18
C=CCOc1ccccc1C1C2=C(CC(C)(C)CC2=O)Nc2c1c(=O)n(C)c(=O)n2C (stereo unspecified)	0	-9	0	-24	-3	-10	-2	-10	-7	-4	-3
CCOC(=O)c1c(C)[nH]c(C2=NNC(=Nc3ccccc3)SC2)c1C	-16	10	-6	38	-5	-9	-3	-13	-17	-1	43
CCOC(=O)[C@]12CCCC=C1N(Cc1ccco1)C(=O)[C@H](CC(=O)NCCCN1CCCC1=O)C2	nt	7	nt	-16	nt	-10	6	7	nt	-3	0
CC(C)(C)c1cc(NC(=O)Nc2ccccc2OC(F)(F)F)no1	-7	4	-3	-23	2	-4	-11	-15	-9	2	-5
COc1ccc(-n2c(C)cc(/C=C3\C(=N)N4N=C(CC(=O)N5CCOCC5)SC4=NC3=O)c2C)cc1	-1	12	1	4	-9	1	-4	0	-4	8	-11

Quoted from the listing.
Value for N=c1sccn1CC(=O)Nc1ccc(Cl)c(S(=O)(=O)N2CCOCC2)c1 in TRAIL sens C8: 4
Value for CSc1nc(N)c(C#N)c(-c2ccccc2Cl)c1C#N in TLR9-MyD88 inh: -1

The list continues.
SMILES	SRC3 inh	TRAIL sens C8	LMP1 NFkB inh	TROY signal inh	TLR9-MyD88 inh	NOD2 RIPK2 PPI	NCOA2 inhibitor	LRH-1 inv ag	SRC1 inh	COUP-TFII inh	TWEAK-Fn14 inh
CCN(Cc1ccncc1)C(=O)c1cccs1	5	10	-3	-10	-8	-4	-8	-4	2	1	-18
C/C(=C\c1ccccc1)CN1CCN(C(C)C)C(CCO)C1 (stereo unspecified)	1	-13	2	9	-9	1	9	-5	9	6	11
CCOC(=O)CNC(=O)CNC(=O)c1ccc(OC)cc1	14	-7	3	0	-12	-1	-32	-9	-1	0	18
CCOc1cc(C(=O)N(Cc2ccccc2)c2ccc(C)cc2)ccc1OCC(=O)N1CCOCC1	18	24	-4	-12	-2	4	-13	7	-7	-20	-25
Cc1ccc(OC(=O)COc2ccccc2C)c(-n2nc3ccccc3n2)c1	-94	7	-29	-37	-19	-13	-39	-110	-90	-43	23
COc1cc2sc(-c3ccccc3OC)c(-c3ccc(O)cc3)c2cc1OC	-63	2	-8	18	-5	0	-22	-4	-8	-1	22
Cc1cc(C)c(C)c(S(=O)(=O)N[C@@H](C)C(=O)OCc2cc(=O)n3cc(Br)ccc3n2)c1C	8	-5	2	8	1	-7	15	12	13	-9	17
CCSc1nnc(NC(=O)CSc2nnc(-c3c[nH]c4ccccc34)n2CC)s1	-34	-4	85*	2	3	7	-13	13	-17	-2	8
O=C(c1cccnc1)N1CCc2ccccc21	-16	-5	-14	7	6	-3	12	-8	-42	8	13
C[C@H](CO)N1C[C@H](C)[C@@H](CN(C)S(C)(=O)=O)Oc2c(NC(=O)C3CCCCC3)cccc2C1=O	5	2	2	-1	0	-18	-16	-9	1	7	18
CCc1cc2c(=O)n(-c3ccccc3)cnc2s1	-30	3	-15	-30	-1	-6	-61	-83	-37	-21	-15
O=C1CN(C(=O)CSc2nnnn2-c2ccc(Cl)cc2)c2ccccc2N1	13	-4	0	-9	-1	-1	-7	14	-11	3	-7
COc1cc(C(=O)N(C)CC2CCN(CCc3cccc(C(F)(F)F)c3)CC2)ccc1C	-2	13	14	15	5	4	16	-10	-5	17	12
COC(C[C@H]1O[C@H]1[C@H](O)COCc1ccccc1)OC	-41	-16	-1	1	-6	-6	-3	23	-1	-7	18
Cc1c(-c2ccccc2)oc2c(C(=O)OCC(=O)Nc3cccc(F)c3)cccc2c1=O	-8	-5	-4	11	-12	-9	17	-14	0	2	21
CC1c2[nH]c3ccccc3c2CCN1C(=O)Nc1ccccc1 (stereo unspecified)	2	14	2	18	2	5	-31	-6	1	2	4
O=C(CSc1nc2[nH]ncc2c(=O)[nH]1)NCc1ccc(F)cc1	5	-2	-11	1	-8	2	18	6	5	5	-6
CC(=O)c1c(C)[nH]c(C(=O)NNC(=O)c2ccc(Br)cc2)c1C	22	6	4	-6	8	-17	9	-22	1	-5	-12
CCn1c(=O)c(C(=O)NC(C)c2ccccc2)c(O)c2ccccc21 (stereo unspecified)	0	-9	4	-11	3	-8	-18	5	-5	5	-6
COC(=O)c1oc2ccc(Br)cc2c1NC(=O)CN1CCN(C)CC1	16	-8	-3	14	-8	-5	-36	17	-1	8	-13
Cc1ccc(OCC(=O)N/N=C/c2cccnc2)cc1C	-34	-3	8	-3	-2	-7	4	6	-2	-5	-16
CCCNC(=S)N1CCN(c2nc(-c3cccc(OC)c3)cs2)CC1	2	-13	-13	-23	0	10	10	16	-6	0	3
COc1ccc(-c2csc(NC(=O)CCNC(=O)c3ccco3)n2)cc1	-3	-6	2	-3	-1	0	-8	-23	1	1	-25
CC(C)(C)c1ccc(C(=O)Nn2c(CCC(=O)O)ccc2-c2cccs2)cc1	-3	-1	-7	28	-6	-4	-15	3	-10	-12	26
COc1ccc(/C=C2\SC(=S)N(CC(=O)NC3C=CS(=O)(=O)C3)C2=O)cc1 (stereo unspecified)	1	-10	-36	-27	-9	-9	-11	-16	-23	12	-22
COC(=O)N1CCCc2cc(C)ccc21	23	-6	1	2	-3	-5	33	3	2	-6	-3
Cc1c[n+](CC(=O)c2ccccc2)c(C)cn1	-9	-2	-20	-3	6	-4	-8	-4	2	9	6
Cn1c(SCc2ccc(Br)cc2)nnc1-c1ccncc1	2	8	-13	-15	-2	1	20	8	13	-3	0
COc1ccccc1N(C)S(=O)(=O)c1ccc(C(=O)Nc2ccc(N3CCOCC3)cc2)cc1	10	11	7	6	-1	0	7	-5	4	13	9

Eleven consecutive records already listed, quoted:
SMILES	SRC3 inh	TRAIL sens C8	LMP1 NFkB inh	TROY signal inh	TLR9-MyD88 inh	NOD2 RIPK2 PPI	NCOA2 inhibitor	LRH-1 inv ag	SRC1 inh	COUP-TFII inh	TWEAK-Fn14 inh
CCn1c(=O)c(C(=O)NC(C)c2ccccc2)c(O)c2ccccc21 (stereo unspecified)	0	-9	4	-11	3	-8	-18	5	-5	5	-6
COC(=O)c1oc2ccc(Br)cc2c1NC(=O)CN1CCN(C)CC1	16	-8	-3	14	-8	-5	-36	17	-1	8	-13
Cc1ccc(OCC(=O)N/N=C/c2cccnc2)cc1C	-34	-3	8	-3	-2	-7	4	6	-2	-5	-16
CCCNC(=S)N1CCN(c2nc(-c3cccc(OC)c3)cs2)CC1	2	-13	-13	-23	0	10	10	16	-6	0	3
COc1ccc(-c2csc(NC(=O)CCNC(=O)c3ccco3)n2)cc1	-3	-6	2	-3	-1	0	-8	-23	1	1	-25
CC(C)(C)c1ccc(C(=O)Nn2c(CCC(=O)O)ccc2-c2cccs2)cc1	-3	-1	-7	28	-6	-4	-15	3	-10	-12	26
COc1ccc(/C=C2\SC(=S)N(CC(=O)NC3C=CS(=O)(=O)C3)C2=O)cc1 (stereo unspecified)	1	-10	-36	-27	-9	-9	-11	-16	-23	12	-22
COC(=O)N1CCCc2cc(C)ccc21	23	-6	1	2	-3	-5	33	3	2	-6	-3
Cc1c[n+](CC(=O)c2ccccc2)c(C)cn1	-9	-2	-20	-3	6	-4	-8	-4	2	9	6
Cn1c(SCc2ccc(Br)cc2)nnc1-c1ccncc1	2	8	-13	-15	-2	1	20	8	13	-3	0
COc1ccccc1N(C)S(=O)(=O)c1ccc(C(=O)Nc2ccc(N3CCOCC3)cc2)cc1	10	11	7	6	-1	0	7	-5	4	13	9
